MRP-1 activ – activates MRP-1 | H69AR cells + doxorubicin, viability rescue, CellTiter-Glo | viability increase, % at 10 µM | actives 0.61% (n = 140,000) | AID 799;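 active means viability gain under doxorubicin at or above a set limit, the compound median plus 3 SD, cut at about 4.7% in these data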;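 further: MRP-1 overexpressing cells given doxorubicin 25 µM after compound pretreatment; 18-22 h compound pretreatment then 72 h with doxorubicin before readout; 0% = doxorubicin-only wells and 100% = vehicle-treated cells without doxorubicin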
Measles CPE – protection of cells from measles virus; Measles virus-infected cells, CPE protection, absorbance; protection (pct of control), % at 4 µM; actives 1.5% (n = 140,000); AID 841; in the data active means protection mostly above about 24%, no sharp cut-off; inactive means mostly below about 26%; further: some compounds called inactive have numbers as strong as hits
HCT116 PTEN-null – PTEN-deleted cell growth suppression. viability, % at 10 µM. actives 1.2% (n = 140,000). AID 827. HCT116 PTEN-null viability, CellTiter-Glo, 60 h; stronger effect = lower value;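 active means viability at or below a set limit, 4 SD under the median of all tested compounds, cut at about 3.7% in these data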;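 further: PTEN knockout HCT116 line with beta catenin targeted HCT116 as companion control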
Phagocyt inh – inhibitors of macrophage phagocytosis; AID 1029; inhibition, % at 5 µM; actives 0.07% (n = 110,000); J774A.1 macrophage IgG-bead phagocytosis, imaging;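 active means inhibition above the mean of the plate negative controls plus 5 SD, cut at about 13% in these data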;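 further: phagocytic index as fraction of beads internalized from green versus red external bead signal; plate controls were DMSO negative control for no effect and cytochalasin-D positive control for full effect; some results beyond the cut were filed as inactive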
NPY-Y2 antag – blocks the human neuropeptide Y Y2 receptor | P49146 | NPY-Y2 expressing cells, antagonist mode | inhibition, % at 2.7 µM | actives 0.99% (n = 140,000) | AID 793; in the data active means inhibition above about 17%;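 further: 0% = vehicle with agonist challenge and 100% = reference antagonist with challenge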
Target sequence (P49146 whole entry, looked up): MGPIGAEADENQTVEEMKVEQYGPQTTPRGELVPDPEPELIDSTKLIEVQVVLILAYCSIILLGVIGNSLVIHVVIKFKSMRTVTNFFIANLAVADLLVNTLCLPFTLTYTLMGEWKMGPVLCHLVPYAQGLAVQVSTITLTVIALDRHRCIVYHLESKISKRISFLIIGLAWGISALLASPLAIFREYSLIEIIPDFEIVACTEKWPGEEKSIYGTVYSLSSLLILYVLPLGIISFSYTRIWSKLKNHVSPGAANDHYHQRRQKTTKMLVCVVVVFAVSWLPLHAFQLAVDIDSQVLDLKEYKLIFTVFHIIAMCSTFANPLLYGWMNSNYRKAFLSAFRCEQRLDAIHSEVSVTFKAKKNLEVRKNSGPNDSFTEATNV
E-sel TNF inh – blocks E-selectin expression induced by TNF alpha. HUVEC TNFa-induced E-selectin immunofluorescence, high content. inhibition, % at 2 µM. actives 0.71% (n = 120,000);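 active means inhibition above the batch mean plus 3 SD, and confirmed as a hit on visual image review, cut at about 43% in these data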;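 further: 0% = TNF-stimulated DMSO wells and 100% = unstimulated control wells; not every result past the cut was called active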
GALR2 blocker – blocks the human galanin receptor 2 | O43603 | GALR2-expressing cells, antagonist mode | inhibition, % at 4 µM | actives 0.39% (n = 140,000) | AID 828; in the data active means inhibition above about 27%;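 further: cells stimulated with galanin 1-16 at roughly its EC80; 0% = agonist challenge control and 100% = basal control without agonist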
Target sequence (O43603 whole entry, looked up): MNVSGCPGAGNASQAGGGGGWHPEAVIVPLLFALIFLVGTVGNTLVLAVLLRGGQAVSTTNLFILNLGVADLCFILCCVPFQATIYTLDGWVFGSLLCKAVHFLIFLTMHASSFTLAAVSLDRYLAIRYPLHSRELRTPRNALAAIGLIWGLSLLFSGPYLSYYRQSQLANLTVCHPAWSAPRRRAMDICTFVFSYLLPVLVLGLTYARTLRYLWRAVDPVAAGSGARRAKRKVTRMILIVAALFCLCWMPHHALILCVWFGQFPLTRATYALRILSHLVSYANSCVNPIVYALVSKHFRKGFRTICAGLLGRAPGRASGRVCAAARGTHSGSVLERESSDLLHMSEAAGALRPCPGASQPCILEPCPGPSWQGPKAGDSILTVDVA
Yeast growth inh – reduces growth of yeast BB579 in restrictive medium | S. cerevisiae BB579 growth, OD615, 48 h | inhibition, % at 10 µM | actives 0.51% (n = 140,000) | AID 804;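 active means inhibition above a set limit, 3 SD over the mean compound inhibition, cut at about 44% in these data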; further: inactives centre near -24
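System: Saccharomyces cerevisiae DeaD strain BB579, replicative lifespan model yeast | Buffer or medium: Restrictive glucose-based CSMM-D medium | Times: 4 h preincubation and 48 h exposure at 30 °C | Detection: OD615 turbidity measurement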
Yeast lifespan up – yeast lifespan extension | S. cerevisiae growth with nicotinamide, OD615; deaD strain in restrictive glucose medium | inhibition of the nicotinamide effect, % at 10 µM | actives 0.68% (n = 130,000);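 active means inhibition above a set limit, placed 3 SD over the median of all compounds, cut at about 26% in these data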;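 further: 0% = nicotinamide-treated wells and 100% = cells grown without nicotinamide; some compounds called inactive have numbers as strong as hits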
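Assay system: DeaD-strain S. cerevisiae. Medium: CSMM-D glucose medium, restrictive. Reagent: nicotinamide, 1.5 mM, co-present with compound. Compound: 10 µM single point, 0.25% DMSO. Schedule: culture preincubation 4 h, compound exposure 48 h, both 30 °C. Detection: absorbance at 615 nm.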
HCT116 bCat-KO – beta-catenin-lacking colon tumor cell growth suppression; actives 1.5% (n = 140,000); HCT116 beta-catenin knockout viability, CellTiter-Glo, 60 h; stronger effect = lower value; viability, % at 10 µM;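 active means viability at or under a set limit, the compound median less 4 SD, cut at about 6% in these data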;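 further: 0% = Hyamine 1622 control at 20 µM and 100% = untreated cell control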
The depositor's hits bear a star; x = not tested or not shown.

SMILES	MRP-1 activ	Measles CPE	HCT116 PTEN-null	Phagocyt inh	NPY-Y2 antag	E-sel TNF inh	GALR2 blocker	Yeast growth inh	Yeast lifespan up	HCT116 bCat-KO
COc1ccccc1C1CC(c2ccc(Cl)cc2Cl)Nc2nc(N)nn21 (stereo not given)	5.6*	8	84	0	1	x	-4	-5	-7	83
O=S(=O)(Nc1nc2ccccc2nc1Nc1ccc2c(c1)OCCO2)c1cccs1	0.7	5	101	0	2	x	6	-69	-7	107
Cc1nn(Cc2ccc(Cl)cc2Cl)c(C)c1NC(=O)c1nn(C)cc1Cl	0.0	3	78	x	-2	-12	1	-2	-11	64
CCn1c(/C=C2\C(=O)Nc3ccccc32)nc2ccccc2c1=O	-4.8	54	70	0	1	x	20	-29	-3	63
CCOc1ccc(C(=O)Nc2ccc(N3CCCC3)cc2)cc1	-0.3	28	91	2	13	-45	-11	-42	-9	73
C1CN=C(NC23CC4CC(CC(C4)C2)C3)C1	-1.8	5	92	-2	0	2	0	1	2	90
Cc1nc(NC2=NC(C(=O)Nc3ccc(Cl)cc3)CC(=O)N2)nc2ccccc12 (stereo not given)	-0.1	4	106	x	0	x	9	-32	-22	111
COc1cc(/C=C2/C(=O)ON=C2c2ccccc2)ccc1O	-3.0	10	61	-10	-1	x	16	86*	12	68
O=C(CC1N=C2c3ccccc3N=C(SCc3ccc(F)cc3)N2C1=O)NCc1ccco1 (stereo not given)	-2.9	5	77	0	0	-17	-6	-42	-33	79
O=C1CCCc2c1nc(-c1ccccc1)n2O	-0.6	8	98	0	7	-1	4	-46	-11	85
O=c1oc2ccccc2n1CCn1c2ccccc2c2nc3ccccc3nc21	-0.7	3	87	-1	12	3	-1	-58	-5	86
C=CCN(CC=C)C(=O)Nc1ccc2nc(C)sc2c1	1.6	4	107	1	3	0	-5	-34	-3	97
CCOP(=O)(OCC)C(O)c1cc(OC)c(OC)c(OC)c1 (stereo not given)	0.7	6	88	-14	8	x	4	-4	8	84
CC(C)CCNC(=O)NC(=O)CSc1nnc(-c2ccccc2Br)o1	-0.7	13	105	-2	5	-4	11	-43	-6	103
O=C(Nc1ccc(Nc2ccccc2)cc1)c1ccco1	-2.0	3	91	2	2	1	2	-68	-13	101
COc1ccc(-c2nnc3ccc(SCC(N)=O)nn23)cc1OC	-1.7	2	119	-1	1	-4	5	-34	-3	106
Cc1cc(Cl)ccc1OCC(=O)N1CCCCC1	-0.5	17	104	1	9	23	-1	-46	-13	108
CCOc1ccc(-c2nnc3sc(COc4ccccc4)nn23)cc1	0.5	25	104	7	2	x	-19	-21	-4	105
CCOc1cc(/C=N\Nc2ccc([N+](=O)[O-])cc2)ccc1OCC(=O)Nc1ccc(C)c(C)c1	-4.5	4	66	x	0	-5	-7	-45	1	69
Cc1nnc(N2CCOCC2)c2ccccc12	0.3	2	100	0	0	-17	-1	-24	-4	102
CC(C)(C)OC(=O)N1CCC(C(=O)O)CC1	0.2	25	104	1	0	6	0	-71	-9	91
CCn1ncc(/C=N\NC(=O)c2csc3ccccc23)c1C	-2.5	4	29	2	3	-13	9	-19	-4	30
CC(C)c1nnc(NC(=O)Cc2ccccc2[N+](=O)[O-])s1	-2.5	22	104	-1	2	15	-6	-20	0	85
CCOC(=O)c1sc2nc(CC(=O)OC)nc(NCc3ccc(F)cc3)c2c1C	-0.5	6	83	2	8	23	14	-2	-2	81
O=S(=O)(Nc1ccc(Cc2ccncc2)cc1)c1cccs1	-1.4	46*	93	5	2	20	8	-13	13	83
Cc1cccc(N2CC(C(=O)Nc3nnc(SCC(=O)Nc4nccs4)s3)CC2=O)c1 (stereo not given)	-2.7	5	91	7	3	x	-5	-50	0	90
CCn1cc(/C=N/O)c(C)n1	-1.0	8	96	3	2	12	-7	-23	-4	98
CNc1nc(-c2ccccc2)[n+](-c2ccc(C)cc2)s1	-3.9	2	51	-8	4	x	-8	-13	-1	65
Cn1c(CN2CCN(C(=O)c3ccccc3)CC2)nc2cc([N+](=O)[O-])ccc21	-2.3	11	97	x	1	13	0	-4	2	90
Cc1nc(NC(=O)c2ccco2)sc1-c1csc(Nc2ccc(Cl)cc2)n1	-2.5	11	28	x	-4	-14	15	-90	-6	33
Cc1ccc2[nH]c3c(=O)n(CCCN4CCN(C)CC4)cnc3c2c1	-2.4	3	100	-1	1	x	14	-23	-10	87
Cc1nc(SCC(=O)CC(=O)OC(C)C)c(C#N)c(C)c1C	-6.0	6	88	x	3	-28	-6	-4	-6	81
CN(C)c1ccc(N=Nc2ccccc2C(=O)OCC(=O)N(C)C2CCCCC2)cc1	-4.8	18	41	-5	4	x	-15	-9	-4	46
CCOc1c(C(=O)CC)cc2c(C)cc(=O)oc2c1C	-0.5	2	96	x	8	-2	6	8	x	90
S=C(NCCc1ccccn1)Nc1ccc(Cl)cc1	-3.9	11	88	-10	-2	x	7	-28	-1	86
COc1cc2c(cc1O)C(SC)=NC(C)(C)C2	-4.0	12	9	x	-3	7	2	-29	-5	2.3*
CC(=O)Oc1ccc(C(=O)[C@H]2[C@H]3C(=O)N(c4ccc(C)cc4)C(=O)[C@H]3[C@@H]3C=CC=NN32)cc1	-3.5	5	93	1	1	-1	6	-2	4	96
c1ccc(CSCCc2ccncc2)cc1	0.0	14	92	-1	2	x	-3	-14	-1	94
Cc1cc(C(=O)N(C)C)sc1-c1ccccc1	0.3	10	81	x	4	4	-4	-2	x	84
CCCCCn1c(=O)c(F)cn(Cc2ccc(OC)c([N+](=O)[O-])c2)c1=O	-1.2	9	59	0	6	-51	-10	9	-21	73

A section of the results above, as a working copy:
SMILES	MRP-1 activ	Measles CPE	HCT116 PTEN-null	Phagocyt inh	NPY-Y2 antag	E-sel TNF inh	GALR2 blocker	Yeast growth inh	Yeast lifespan up	HCT116 bCat-KO
CC(C)(C)OC(=O)N1CCC(C(=O)O)CC1	0.2	25	104	1	0	6	0	-71	-9	91
CCn1ncc(/C=N\NC(=O)c2csc3ccccc23)c1C	-2.5	4	29	2	3	-13	9	-19	-4	30
CC(C)c1nnc(NC(=O)Cc2ccccc2[N+](=O)[O-])s1	-2.5	22	104	-1	2	15	-6	-20	0	85
CCOC(=O)c1sc2nc(CC(=O)OC)nc(NCc3ccc(F)cc3)c2c1C	-0.5	6	83	2	8	23	14	-2	-2	81
O=S(=O)(Nc1ccc(Cc2ccncc2)cc1)c1cccs1	-1.4	46*	93	5	2	20	8	-13	13	83
Cc1cccc(N2CC(C(=O)Nc3nnc(SCC(=O)Nc4nccs4)s3)CC2=O)c1 (stereo not given)	-2.7	5	91	7	3	x	-5	-50	0	90
CCn1cc(/C=N/O)c(C)n1	-1.0	8	96	3	2	12	-7	-23	-4	98
CNc1nc(-c2ccccc2)[n+](-c2ccc(C)cc2)s1	-3.9	2	51	-8	4	x	-8	-13	-1	65
Cn1c(CN2CCN(C(=O)c3ccccc3)CC2)nc2cc([N+](=O)[O-])ccc21	-2.3	11	97	x	1	13	0	-4	2	90
Cc1nc(NC(=O)c2ccco2)sc1-c1csc(Nc2ccc(Cl)cc2)n1	-2.5	11	28	x	-4	-14	15	-90	-6	33
Cc1ccc2[nH]c3c(=O)n(CCCN4CCN(C)CC4)cnc3c2c1	-2.4	3	100	-1	1	x	14	-23	-10	87
Cc1nc(SCC(=O)CC(=O)OC(C)C)c(C#N)c(C)c1C	-6.0	6	88	x	3	-28	-6	-4	-6	81
CN(C)c1ccc(N=Nc2ccccc2C(=O)OCC(=O)N(C)C2CCCCC2)cc1	-4.8	18	41	-5	4	x	-15	-9	-4	46
CCOc1c(C(=O)CC)cc2c(C)cc(=O)oc2c1C	-0.5	2	96	x	8	-2	6	8	x	90

Going on with the list:
SMILES	MRP-1 activ	Measles CPE	HCT116 PTEN-null	Phagocyt inh	NPY-Y2 antag	E-sel TNF inh	GALR2 blocker	Yeast growth inh	Yeast lifespan up	HCT116 bCat-KO
CC(=O)Nc1ccc(S(=O)(=O)N(C2=NCC(C)S2)c2ccccc2)cc1 (stereo not given)	-3.0	6	90	x	1	-6	21	-20	-16	85
Cc1ccc2c(Cl)cc(Cl)c(OCC(=O)Nc3cccc(S(=O)(=O)N(C)C)c3)c2n1	-3.5	16	85	-9	0	x	0	-20	8	82
CCOc1ccc(NC(=O)CN2C(=O)C3CCCN3C2=O)cc1 (stereo not given)	0.1	3	98	1	2	x	1	-24	-10	97
COC(=O)C/C=C/[C@@H](C)[C@@H](/C=N/OC[C@H]1O[C@H](c2ccccc2)C=C[C@@H]1Oc1ccc(OC)cc1)OC	-2.6	6	65	x	19*	x	-8	-31	16	60
Cc1ccc(C2C3=C(CC(C)(C)CC3=O)N=C3c4ccccc4C(=O)C32)cc1 (stereo not given)	-1.3	19	36	-13	-1	14	-3	-6	1	62
COC(=O)c1ccc(NC(=O)Nc2ccc(F)cc2)cc1	1.7	29	81	-1	5	-33	16	-50	-23	84
O=C(c1ccccc1-n1cccc1)N1N=C(C(F)F)CC1(O)C(F)F (stereo not given)	-2.2	7	99	-3	1	-10	4	-8	4	101
CCCCC1CC(CSc2ncn[nH]2)OC1=O (stereo not given)	1.3	2	103	0	0	x	2	-23	-23	109
CCc1c(C)nc2ncnn2c1N1CCC(C(=O)N2CCN(c3ccc(F)cc3)CC2)CC1	-1.3	2	71	0	0	55*	-3	-33	-10	72
COc1ccc2cc(C(C)c3nc4ccccc4c(=O)n3N)ccc2c1 (stereo not given)	-0.3	4	84	4	4	9	10	-48	31*	78
Nc1c(S(=O)(=O)c2ccccc2)c2nc3ccccc3nc2n1Cc1ccco1	-2.0	12	44	x	3	x	7	-38	-12	62
CCOc1ccc(NC(=O)CN2CCN(CC(=O)Nc3ccc4c(c3)OCCO4)CC2)cc1	-0.2	14	95	2	0	-4	-4	15	-5	101
O=C1c2ccccc2C(=O)N1CC(O)CN1CCOCC1 (stereo not given)	0.4	4	93	x	2	-8	7	-35	x	98
CCOC(=O)N1CCN(C(=O)c2ccc3c(=O)n(Cc4ccccc4)c(=S)[nH]c3c2)CC1	-3.9	4	81	x	12	-5	4	-29	-12	81
CCc1c(C)nc2c(C#N)c(C)[nH]n2c1=O	-1.9	9	98	x	7	-32	12	4	-15	107
Cc1cc(/C=C2\SC(=S)N(Cc3ccco3)C2=O)c(C)n1-c1cccnc1	-1.9	17	54	x	-1	-29	4	-55	-4	62
CCC(CC)C1=NN2C(=N)/C(=C\c3cc(C)n(-c4cccc(C)c4)c3C)C(=O)N=C2S1	0.8	4	95	1	4	2	-3	0	4	98
CN(C)/C=N/c1c(C#N)cnn1-c1ccccc1	-0.5	12	107	-1	-1	x	7	-55	-15	103
